# NR3A LBD binder: modulators (binders) of human NR3A ligand-binding domain | NR3A LBD differential scanning fluorimetry, Tm shift; 0% = protein alone, 100% = glycine-bound protein | Tm shift relative to glycine control, % at 25 µM | 2.5% of 340,000 active | AID 1259313;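 active means melting temperature shift of at least 10% of the positive control shift, at one fixed dose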
# TIM10 inh: inhibits growth of TIM10 yeast strain | S. cerevisiae TIM10 strain growth, BacTiter-Glo luminescence, 24 h | 1.4% of 330,000 active | inhibition, % at 10 µM;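 active means inhibition of 40% or more at the single tested concentration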;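 further: wild-type TIM10 isogenic control strain grown at permissive 25 °C; 0% = DMSO yeast wells and 100% = minimal medium wells without yeast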
# APJ agonist: APJ receptor agonism; P35414; CHO-K1 APJ PathHunter beta-arrestin, luminescence; 0% DMSO wells, 100% apelin; activation, % at 20 µM; 0.11% of 330,000 active; AID 2520;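 active means activation more than six SD over the plate average, tested at 20 µM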;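 further: 0% = DMSO alone and 100% = apelin-13 at 10 nM; some results filed as inactive read as strong as hits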
# Target sequence (P35414 whole entry, looked up): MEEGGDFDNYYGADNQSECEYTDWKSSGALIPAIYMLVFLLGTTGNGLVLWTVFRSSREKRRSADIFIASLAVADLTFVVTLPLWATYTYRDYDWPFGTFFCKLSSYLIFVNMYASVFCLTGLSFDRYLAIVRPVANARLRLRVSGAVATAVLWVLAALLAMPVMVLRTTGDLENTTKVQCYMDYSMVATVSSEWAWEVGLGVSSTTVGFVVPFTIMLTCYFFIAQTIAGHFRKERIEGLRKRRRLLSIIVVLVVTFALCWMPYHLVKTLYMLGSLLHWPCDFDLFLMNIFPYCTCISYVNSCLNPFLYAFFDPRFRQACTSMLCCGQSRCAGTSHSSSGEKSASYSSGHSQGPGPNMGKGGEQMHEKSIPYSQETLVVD
#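 system = engineered CHO-K1 APJ arrestin reporter cells | input = 1000 cells per well | timing = overnight seeding, 90 min compound at 25 °C, 1 h detection | measured by = enzyme-fragment complementation luminescence | read-out = beta-arrestin recruitment to APJ as agonist activity, luminescent signal | control set = negative DMSO alone, positive Apelin-13 at 10 nM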
# beta cell repl: induces beta-cell replication in MIN6 cells. MIN6 cells proliferation, ATPlite luminescence, 48 h; cells starved in 0.2% serum; 100% = growth in 10% serum. 0.29% of 330,000 active. proliferation, % at 10 µM;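 active means compounds whose signal lies at least 3.5 SD above the mean of all wells on their plate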;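 further: 0% = DMSO-treated cells in low-serum medium and 100% = 10% serum control; some compounds called inactive have numbers as strong as hits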
# MPTP block: inhibitors of mitochondrial permeability transition pore. isolated mouse mitochondria, Ca2+ swelling absorbance, 30 min. inhibition, % at 10 µM. 1.4% of 360,000 active;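 active means inhibition of 50% or more, scaled per plate between neutral and stimulator controls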;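 further: 0% = DMSO wells given calcium and 100% = 1 mM EGTA wells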
# NALP3 yeast inh: inhibitors of NALP3 inflammasome in yeast; inhibition, % at 10 µM; Yeast reconstituted NLRP3/ASC/caspase-1, beta-gal luminescence, 24 h; 0.39% of 330,000 active;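 active means inhibition of 50% or more; inactive means inhibition below 50%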;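 further: plate controls were induced DMSO wells for no effect and uninduced yeast grown without galactose for full effect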
# tim10-1 inh: inhibits growth of tim10-1 mutant yeast; S. cerevisiae tim10-1 ts strain growth, BacTiter-Glo, 24 h; inhibition, % at 20 µM; 2.2% of 330,000 active;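 active means inhibition of at least 40%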;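 further: mutant grown at 25 °C; 0% = DMSO wells with yeast and 100% = wells holding no yeast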
# tim23-1 inh: tim23-1 yeast growth inhibition; S. cerevisiae tim23-1 growth, BacTiter-Glo luminescence, 24 h; inhibition, % at 20 µM; 1.3% of 330,000 active;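 active means growth inhibition of the mutant yeast at or above 50%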;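 further: temperature-sensitive mutant grown at 25 °C; plate controls were DMSO-treated mutant yeast for no effect and medium wells lacking yeast for full effect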
# APJ antag: blocks the human apelin receptor APJ. P35414. CHO-K1 APJ beta-arrestin complementation, luminescence. inhibition, % at 20 µM. 0.32% of 330,000 active. AID 2521;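 active means inhibition above about 40% at 20 µM, limit read from the data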;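 further: cells challenged with 10 nM apelin-13 agonist together with compound; plate controls were apelin-13 plus DMSO wells for no effect and DMSO wells lacking apelin-13 for full effect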
# Numbers without * were called inactive; & = joins results of further samples; ! = repeats disagree.
mol	NR3A LBD binder	TIM10 inh	APJ agonist	beta cell repl	MPTP block	NALP3 yeast inh	tim10-1 inh	tim23-1 inh	APJ antag
CC(=O)NCCNC(=O)c1ccc2c(c1)S(=O)(=O)c1ccccc1C2=O	-2	-10	9	-3	0.2	7	-1	5	-28
O=C(CSc1n[nH]c(=O)[nH]c1=O)N/N=C/C=C\c1ccccc1	0	-4	-2	3	-1.0	-15	14	12	17
CCCCN1C(=O)C2(NNc3ccccc3O2)c2ccccc21 (centres undefined)	1	31	0	-5	1.3	8	43*	33	-24
CSCCC(NC(=O)c1cc(CC(C)C)oc1C)C(=O)O (centres undefined)	0	-3	1	-1	-0.3	-2	15	19	0
O=C(NCCCn1ncc2ccccc21)c1cc(COc2c(F)cccc2F)on1	0	24	-4	0	0.0	19	28	13	-7
Cc1ccc(OCC(O)CN2CCN(Cc3ccc4c(c3)OCO4)CC2)c(C)c1 (centres undefined)	-1&0	-26	-4	0	-0.9&1.5	30	-77	-13	-19
Cc1ccc(C)c(N(CC(=O)NCC2CCCO2)C(=O)CCC(=O)Nc2nccs2)c1 (centres undefined)	-1	8	-1	-1	-0.2	13	-17	4	18
Cc1cccc(C)c1OCc1cc(C(=O)N2CCC(c3ccccc3)CC2)no1	1	14	-3	-5	0.3	13	33	18	8
COc1ccc(OC)c(CN2CCN(C(=O)c3cccs3)CC2)c1	1	13	-1	-2	0.5	17	16	13	-11
C=CCn1c(SCC(=O)N2CCN(c3ccccc3)CC2)nnc1-c1ccco1	3	-6	-1	-1	1.4	12	17	16	3
Oc1ccc(-c2nc3cnccn3c2Nc2ccc3c(c2)OCCO3)cc1	0	-3	-4	4	0.2	21	4	-8	5
CSCCC(NC(=O)c1ccccc1Cl)C(=O)N(C)CC(=O)Nc1ccc(N2CCOCC2)cc1 (centres undefined)	1	4	-1	-1	-0.5	23	-2	3	6
Cn1c(=O)c(=O)n(C)c2cc(S(=O)(=O)NCCc3ccccc3)ccc21	0	-8	-4	-4	17	-5	5	-9	4
O=C(NCc1ccc(Cl)cc1)C(=O)NCC1OCCCN1S(=O)(=O)c1cccs1 (centres undefined)	7	-17	-1	-3	0.3	10	-7	4	5
CCn1cc(C(=O)O)c(=O)c2cnc(N3CCN(C(=S)NC(=O)c4ccc(OC)cc4)CC3)nc21	-1	-13	-1	6	-1.9	12	2	8	15
CCC(C)Sc1ccc(-c2nc3cc(C)ccn3c2NC2CCCCC2)cc1 (centres undefined)	-10	32	-6	-6	56*!	16	24	56*	9
COc1ccc(-c2c3c(=O)n(C)c(=O)n(C)c3cn2C2CCCCC2)cc1	-1	11	-5	-1	1.1	4	-35	34	8
CCOc1ccc2nc(Nc3nc(CSc4nnnn4-c4ccccc4)cc(=O)[nH]3)nc(C)c2c1	2	-13	-3	-4	1.2	3	-6	10	-8
Cc1nc2c3cc(F)ccc3n(Cc3ccc(F)cc3)c2s1	1	27	-4	-4	-0.2	-14	35	36	16
Cc1cc(C(=O)N2CCCC(CO)(Cc3ccc(F)cc3)C2)c(C)o1 (centres undefined)	-1	1	-4	-1	-0.2	2	10	13	10
CC(C)CN(C(=O)CCc1ccccc1Cl)c1c(N)n(Cc2ccccc2)c(=O)[nH]c1=O	2	9	-3	0	-0.2	11	3	12	20
COc1ccccc1Oc1nc2ccccn2c(=O)c1/C=C(\C#N)C(=O)Nc1c(C)n(C)n(-c2ccccc2)c1=O	2	-4	0	-3	1.3	26	-3	2	-3
Cc1cc(C(=O)OCC(=O)NCc2ccccc2Cl)c(C)o1	-1	7	-3	-3	-2.6	14	1	8	3
Cc1cc2ccccc2n1CCNC(=O)C(C)C	-1	-3	-1	-4	3.5	10	-12	-5	1
Cn1c(NCc2ccco2)nc2c1c(=O)n(Cc1ccc(Cl)cc1Cl)c(=O)n2C	2	21	0	-2	2.8	2	23	9	-2
CN1CCN(CC(=O)N2c3ccccc3Sc3ccccc32)CC1	-1	-14	-3	-2	6.9	15	2	-18	-17
CCOC(=O)c1cc(C(=O)OCC)c2cccc(C)n2c1=O	-3	-21	-3	0	1.3	8	-14	16	12
COc1cccc(NC(=O)CN(C)C(=O)c2ccc3[nH]c4c(c3c2)CC(C)CC4)c1 (centres undefined)	2	12	0	-4	0.7	12	8	-5	7
Cc1cc(C(=O)NCCC2=CCCCC2)c(C)o1	3	8	1	-2	18	17	1	5	-6
CCC1=NC(c2ccc(Br)cc2)N(O)C1(C)C (centres undefined)	-3	13	-4	3	1.1	9	7	3	24
CN(C)S(=O)(=O)c1ccc(C(=O)NCCC(=O)N2CCCC2)cc1	-1	-3	-2	-5	-2.3	15	20	21	-2
Cc1c(Cl)cccc1NC(=O)Nc1ccccc1C(N)=O	-1	-9	-1	-3	-0.4	-16	8	-2	6
CCOC(=O)c1ccc2c(c1)N(C)C(=O)c1ccccc1S2	-2	-1	-3	-1	0.0	22	-14	7	11
CCc1cccc2c(C(=O)CSc3nnc(C4CC4)o3)c[nH]c12	-2	12	1	-3	-0.7	1	1	23	6
Cc1nc2c3ccccc3nc(NNC(=O)CCC(=O)N3CCN(c4ccc(F)cc4)CC3)n2n1	-8	9	3	-3	-1.0	-5	-9	18	-42
CCN1C(=O)C(F)(CC)C(=O)c2ccccc21 (centres undefined)	13*	3	1	0	-1.4	6	-2	14	8
CCCCCCCC(=O)NNC(=O)c1c(O)c2ccccc2[nH]c1=O	0	-37	1	-2	7.0	38	-43	14	-14
O=C(Nc1ccc(S(=O)(=O)Nc2ccccc2)cc1)C1COc2ccccc2O1 (centres undefined)	6	39	-4	-3	0.9	6	20	-5	5
Cc1[nH]nc2c1C(CCc1ccccc1)C(C#N)=C(N)O2 (centres undefined)	2	9	2	1	-2.1	-10	6	16	-7
CC(C)NC(=O)Nc1cccc2c1O[C@H](CN(C)C(=O)NC1CCCCC1)[C@@H](C)CN([C@H](C)CO)C2=O	0	-6	-2	3	-1.1	14	-14	-11	-5
CCN(CC(=O)N1CCCC1)S(=O)(=O)c1ccc2ccccc2c1	-2	-14	1	1	-0.7	7	-4	11	-16
O=C(NCc1cccnc1)C1CC(=O)N(c2ccc(Cl)cc2)C1 (centres undefined)	0	-7	-1	-1	-2.5	6	14	8	1
Cc1cccc(-n2c(SCC(N)=O)nc3c(c2=O)C2(CCCCC2)Cc2ccccc2-3)c1	-15	12	-4	0	2.2	0	27	29	-9
Nc1nnc(SCCCC(=O)c2ccc(Br)cc2)s1	-3	40*	-1	-3	11	9	11	6	2
Cc1ccc(CN(C)C(=O)c2c(C)nn(-c3ccccc3)c2C)cc1	-2	8	1	0	2.3	10	8	14	16
CC(=O)Cc1nsc(NC(=O)c2ccc(COc3ccccc3)o2)n1	1	15	-2	-4	1.5	7	11	7	0
COc1cc(C(=S)N2CCOCC2)cc(OC)c1OC(=O)c1ccc([N+](=O)[O-])cc1[N+](=O)[O-]	-1	18	2	-5	6.8	18	24	13	-77
Cc1cc(NC(=O)CSc2ccc3ccccc3c2)no1	0	6	6	-4	-2.4	17	27	19	-27
O=C(Nc1ccc(S(=O)(=O)Nc2ncccn2)cc1)c1ccc(F)c(S(=O)(=O)N2CCOCC2)c1	-4	-15	2	-1	0.2	-1	-9	9	-11
CCOCCn1c(CN(C)Cc2ccccc2)nc2c1c(=O)n(C)c(=O)n2C	-1	7	-4	1	-0.8	-3	17	17	9
Cn1c(N)c(C(=O)CSc2nnc(Cc3cccs3)n2C2CC2)c(=O)n(C)c1=O	1	1	0	0	-0.2	10	-22	-12	5
CC1CCCC(C)N1C(=O)COC(=O)C1CCN(S(=O)(=O)c2ccc3c(c2)OCCO3)CC1 (centres undefined)	9	21	1	-6	-1.3	16	21	23	0
COc1cc(CN2CCC(CO)(CCOc3ccccc3)CC2)cc(OC)c1OC	2	4	-4	-2	0.2	-6	2	23	-11
OC(COc1cccc(OCC(O)CN2CCOCC2)c1)CN1CCOCC1 (centres undefined)	0&0	4&-24	-3&-7	3&-2	0.3&0.2	-1&-2	-2&8	6&-1	8&-4
COc1ccc(Cl)cc1-c1nc(SCC(=O)NC2CCCC2)n[nH]1	-1	-7	-2	-3	0.7	23	4	-2	12
C1CC1Cc1noc(CN2CCN(CC3CC3)CC2)n1	-1	-4	-1	0	-1.0	4	1	0	1

# (further entries)
mol	NR3A LBD binder	TIM10 inh	APJ agonist	beta cell repl	MPTP block	NALP3 yeast inh	tim10-1 inh	tim23-1 inh	APJ antag
COc1ccnc(Oc2ccccc2)n1	-2	2	0	-1	-14	-26	-10	-11	-5
COc1ccccc1C1OC(c2cccc([N+](=O)[O-])c2)=NN1C(C)=O (centres undefined)	-2	2	-2	-4	0.2	18	17	10	-2
CN1CCCc2cc3c(C(F)(F)F)cc(=O)oc3nc21	-4	17	1	-1	0.9	2	27	38	5
O=C(Cc1cccc2ccccc12)N/N=C/c1ccncc1	-1	4	1	-1	-0.1	15	19	20	-5
Cc1ccc(OCC(=O)Nc2cc(-c3nn4c(C)nnc4s3)ccc2C)cc1	0	-29	0	-2	-2.3	24	-17	-22	-5
CC(NC(=O)NC1CCCCC1)C(c1cccs1)N1CCN(Cc2ccccc2)CC1 (centres undefined)	-1	0	0	0	-1.5	12	-1	-1	19
O=C(COC(=O)c1ccc(Br)c(S(=O)(=O)N2CCOCC2)c1)NCCc1ccccc1	3	-2	-3	-3	-1.4	4	7	5	-3
Cc1ccc(NC(=S)N(CCN(C)C)Cc2cccs2)cc1	0	0	-3	-2	-2.3	12	16	-14	9
CCN(c1ccc(NC(=O)c2cccc(S(=O)(=O)N3CCN(C)CC3)c2)cc1)C(C)C	0	-9	3	-3	0.8	7	9	-6	-5
COc1ccc(CCNC(=S)N2CCN(S(=O)(=O)c3ccc(Cl)cc3)CC2)cc1	-21	-1	-2	-1	0.6	17	-15	-6	9
C#CC(C)(C)NC(=O)c1ccccc1OC	1	13	0	0	-1.9	1	7	0	6
CC(=O)NS(=O)(=O)c1ccc(NC(=O)c2cccc(OCc3c(C)noc3C)c2)cc1	0	-6	-1	-3	0.6	-6	8	-2	4
COc1ccc(S(=O)(=O)N(C)CC(=O)NC2CCCC2)cc1Cl	0	-25	-5	-1	-1.1	3	5	7	2
Cc1nc(-c2ccc(NC(=O)/C=C\C(=O)O)cc2)cs1	1	-7	-4	-2	0.1	5	2	1	1
COc1cc(/C=N/n2c(-c3ccc4c(c3)NC(=O)CO4)csc2=Nc2cccc(C)c2)ccc1O	-3	12	-4	0	1.9	-12	34	15	7
O=C(CSc1ncc(C(F)(F)F)cc1Cl)N1CCN(S(=O)(=O)c2ccc3ccccc3c2)CC1	0	4	-5	-2	0.5	13	15	19	3
COc1ccc(C(=O)Nc2ccnn2C2CCN(Cc3ccc4nonc4c3)CC2)cc1	-3	5	-2	4	2.1	22	12	16	-10
Clc1cccc(Cl)c1CSc1cc2c(nn1)-c1ccccc1CC2	1	40*	-4	-5	-0.9	2	38	26	14
CCn1ccc(C(=O)Nc2c(C)nn(Cc3c(F)c(F)c(F)c(F)c3F)c2C)n1	-2	-16	-2	-1	0.6	1	-2	8	-14

# Three entries from above, arranged by their value in tim10-1 inh, highest first:
molecule	NR3A LBD binder	TIM10 inh	MPTP block	NALP3 yeast inh	tim10-1 inh	APJ antag
CC(=O)NS(=O)(=O)c1ccc(NC(=O)c2cccc(OCc3c(C)noc3C)c2)cc1	0	-6	0.6	-6	8	4
COc1ccc(S(=O)(=O)N(C)CC(=O)NC2CCCC2)cc1Cl	0	-25	-1.1	3	5	2
COc1ccc(CCNC(=S)N2CCN(S(=O)(=O)c3ccc(Cl)cc3)CC2)cc1	-21	-1	0.6	17	-15	9
